Abeta yeast res: A-beta toxicity reversal in yeast | Potency, µM (series often up to 46.1 µM), inactives show top-dose growth rescue, most hits filed as activators | 0.063% of 410,000 active | yeast expressing A-beta42, growth rescue, OD600, 48 h; response scale: 0% DMSO, 100% iron-clioquinol control; note: potency is the fitted concentration of half-maximal effect; nearly all actives have a fitted effect of over 55% in size
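Growth rescue measured by 600 nm absorbance after 48 h yeast culture at 30 C with compound. Values normalized between DMSO and an equimolar ferric chloride plus clioquinol control.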
aSyn rescue: alpha-synuclein toxicity inhibition in yeast; 0.14% of 370,000 active; Potency, µM (series often up to 46.1 µM), for the others: at the top dose growth rescue (activation), usual class: activators; Yeast expressing alpha-synuclein, growth rescue, BacTiter-Glo, 24 h; note: potency is the fitted concentration of half-maximal effect; % of control where 0% means no effect; nearly all actives have a fitted effect of over 65% in size
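Galactose-induced alpha-syn yeast (OD600=0.02, raffinose-pregrown) + pinned cpd, 24 hr, 30 deg C; growth by BacTiter-Glo luminescence. Growth restoration scores as activation.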
PTHR1 agonist: agonists of human PTHR1 parathyroid hormone receptor; HEK293 GP2 PTHR1 cells, GloSensor cAMP luminescence, 1 h; Q03431; 0.075% of 410,000 active; Potency, µM (doses to about 115 µM), for inactives: at the highest dose activation, actives largely listed as activators; note: potency is the fitted concentration of half-maximal effect; nearly all actives have a fitted effect of over 55% in size; some results filed as inactive show a strong effect at the top dose; inactives centre near -15; many of its hits are not listed in these tables
Target sequence (Q03431 whole entry, looked up): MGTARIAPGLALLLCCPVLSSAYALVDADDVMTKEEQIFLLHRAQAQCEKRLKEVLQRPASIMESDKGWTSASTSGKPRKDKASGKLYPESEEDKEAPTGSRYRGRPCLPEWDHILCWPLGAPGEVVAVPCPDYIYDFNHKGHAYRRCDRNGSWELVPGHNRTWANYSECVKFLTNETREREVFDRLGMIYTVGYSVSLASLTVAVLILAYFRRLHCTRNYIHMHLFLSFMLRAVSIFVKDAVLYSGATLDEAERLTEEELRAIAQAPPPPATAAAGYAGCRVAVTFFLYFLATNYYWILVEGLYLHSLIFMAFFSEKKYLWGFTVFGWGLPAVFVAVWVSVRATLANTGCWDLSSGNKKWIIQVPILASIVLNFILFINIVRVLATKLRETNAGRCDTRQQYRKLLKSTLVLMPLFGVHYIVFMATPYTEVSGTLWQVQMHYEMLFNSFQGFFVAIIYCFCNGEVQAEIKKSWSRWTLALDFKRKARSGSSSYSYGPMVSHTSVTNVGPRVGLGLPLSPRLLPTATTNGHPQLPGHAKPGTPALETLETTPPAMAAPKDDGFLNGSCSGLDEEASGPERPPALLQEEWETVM
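HEK-293-derived GP2 cells expressing PTHR1 and a GloSensor cAMP reporter, 3,000/well, plated overnight, given luciferin plus IBMX (each 0.5 mM as added) for 1 h at 37 °C, then compound for 1 h at 37 °C. Luminescence was read after 15 min at room temperature.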
Mm-Cpn inhibitor: blocks the Methanococcus maripaludis chaperonin Mm-Cpn; purified Mm-Cpn ATPase, ADP Transcreener TR-FRET; Potency, µM (top dose mostly 76.9 µM), for the others: at the highest dose activity, negative = inhibition, hits mostly inhibitors; 0.031% of 330,000 active; note: potency is the fitted concentration of half-maximal effect; % is set by controls: 0 for no effect and ±100 for the full control effect; nearly all actives have a fitted effect of over 80% in size
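Quantitative HTS used 25 nM Mm-CPN and 10 uM ATP in magnesium/KCl Tris buffer, pH 7.4, with 1 mM DTT. Hydrolysis ran 30 min at 37°C; ADP was read by HTRF.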
TDP43 rescue: TDP-43 toxicity inhibition in yeast; TDP-43 expressing yeast growth rescue, BacTiter-Glo, 24 h; Potency, µM (top dose mostly 46.1 µM), inactives show at the highest dose growth rescue (activation), most hits filed as activators; 1.8% of 410,000 active; note: potency is the fitted concentration of half-maximal effect; % of control where 0% means no effect; nearly all actives have a fitted effect of over 50% in size
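In this qHTS, compounds that restore growth of yeast expressing TDP-43 appear as activators. Cells (OD600=0.02, galactose medium, raffinose-pregrown) are incubated with compound 24 hr at 30 deg C and growth is quantified by BacTiter-Glo.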
HEK293 tox: cytotoxicity in counter-screen for GLP-1R inverse agonists; HEK293 cAMP-luciferase reporter cells, luminescence, 24 h; Potency, µM (highest dose often 38.3 µM), inactives show at the highest dose activity change, negative = inhibition, actives largely listed as inhibitors; 0.13% of 410,000 active; AID 624418;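 note: loss of luciferase light is scored as toxicity; potency is the fitted concentration of half-maximal effect; % is set by controls: 0 for no effect and ±100 for the full control effect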
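A 23 nL compound transfer followed 12 hours of cell culture at 37 deg C; exposure then lasted 24 hr. Luciferase assay detection reagent was dispensed and plates read for luminescence after a 12 min room-temperature wait.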
pAkt inh: blocks phosphorylation of Akt; Neuro2A IGF-stimulated pAkt S473 HTRF, 20 min; hits give low values; AID 651550; activity change, % for hits at 50 µM; 0.32% of 360,000 active; in the data active = activity change below about -80%; inconclusive = mostly about -51% to -80%; note: % is set by controls: 0 for no effect and ±100 for the full control effect
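Single-point screen (50 µM final compound) in Neuro2A cells stimulated 20 min with 6 nM IGF at 37 deg C. After lysis, Ser473-phosphorylated Akt read by HTRF (ex 330 nm, em 615/665 nm) as the 665/615 ratio.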
GLP-1R inv ag: acts as inverse agonist at human GLP-1 receptor; 1.6% of 410,000 active; AID 624417; Potency, µM (titrated, usually from 38.3 µM), for inactives: top-dose activity change, negative = inhibition, usual class: inhibitors; P43220; HEK293 GLP-1R CRE-luciferase, luminescence, 24 h; GLP-1R form is constitutively active; note: potency is the fitted concentration of half-maximal effect; % is set by controls: 0 for no effect and ±100 for the full control effect; nearly all actives have a fitted effect of over 55% in size
Target sequence (P43220 whole entry, looked up): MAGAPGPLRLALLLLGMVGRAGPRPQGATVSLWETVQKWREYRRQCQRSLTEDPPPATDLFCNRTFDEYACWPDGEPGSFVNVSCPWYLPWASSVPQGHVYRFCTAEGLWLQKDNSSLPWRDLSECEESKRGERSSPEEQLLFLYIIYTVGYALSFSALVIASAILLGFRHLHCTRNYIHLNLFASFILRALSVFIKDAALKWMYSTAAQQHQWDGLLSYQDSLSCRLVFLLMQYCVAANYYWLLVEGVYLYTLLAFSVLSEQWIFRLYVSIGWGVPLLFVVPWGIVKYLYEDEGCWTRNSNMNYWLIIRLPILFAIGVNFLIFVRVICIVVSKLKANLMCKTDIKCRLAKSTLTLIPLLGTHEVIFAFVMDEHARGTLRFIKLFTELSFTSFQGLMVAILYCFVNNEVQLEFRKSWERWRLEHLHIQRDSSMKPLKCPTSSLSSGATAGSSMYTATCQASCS
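Inverse agonism was detected as reduced cAMP-driven luciferase luminescence after 24 h compound treatment. The cells were HEK293 clones expressing constitutively active human GLP-1R with the reporter. Reporter-only and GPR119 cell lines served as counterscreen controls.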
FUS suppressor: rescues growth of FUS-expressing yeast; Potency, µM (series often up to 76.6 µM), without a hit: at the highest dose growth rescue (activation), actives largely listed as activators; 0.24% of 390,000 active; S. cerevisiae FUS-expressing, growth rescue, OD600, 24 h;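 note: potency is the fitted concentration of half-maximal effect; plate controls were DMSO vehicle for no effect and reference control for full effect; nearly all actives have a fitted effect of over 55% in size; some results filed as inactive show a strong effect at the top dose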
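Compound concentration series was pinned onto galactose-induced FUS-expressing yeast seeded at OD 0.005. Plates sat 24hr at 30C; absorbance at 600 nm gave growth. DMSO served as background control.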
* = called active by the depositor; [ ] = another dose, or the depositor's remark. Unless noted, calls come from the whole dose curve; as a rule, active = well fitted curve in the direction sought with a large enough effect; inconclusive = small, poorly fitted or top-dose-only effect, or another doubt; inactive = no such curve, though single readings can be large; an effect the other way counts as inactive or inconclusive.

`Cc1ccc(O)c(C(=O)/C=C/c2ccc3c(c2)OCCCO3)c1` gave Abeta yeast res -23%, aSyn rescue -18%, PTHR1 agonist -31%[inhibitor], Mm-Cpn inhibitor 1%, TDP43 rescue 14µM*, HEK293 tox 0%, pAkt inh inactive, GLP-1R inv ag inconclusive and FUS suppressor 11%.
For O=C(OC1CCOC1=O)c1ccc(Cl)c(S(=O)(=O)N2CCOCC2)c1 (configuration not stated) the results were Abeta yeast res -10%, aSyn rescue -8%, PTHR1 agonist -12%, Mm-Cpn inhibitor 1%, TDP43 rescue 5%, HEK293 tox -4%, pAkt inh inactive, GLP-1R inv ag -7% and FUS suppressor 5%.
For O=C(CCS(=O)(=O)c1cc(Br)cc2c1N(C(=O)C1CC1)CC2)NCc1ccccc1Cl the results were Abeta yeast res -5%, PTHR1 agonist -5%, TDP43 rescue 15%, HEK293 tox -8%, GLP-1R inv ag -1% and FUS suppressor 2%.
For O=C(NC1CCCCCC1)C(=O)NC1CC1 the results were Abeta yeast res -5%, aSyn rescue 1%, PTHR1 agonist -8%, Mm-Cpn inhibitor 0%, TDP43 rescue -6%[1.82 µM], HEK293 tox -4%, pAkt inh inactive, GLP-1R inv ag -26% and FUS suppressor -12%.
Cc1nnc(SCc2nnc(-c3ccccc3Br)o2)s1 was read as Abeta yeast res 5%, aSyn rescue 10%, PTHR1 agonist -17%, Mm-Cpn inhibitor -2%, TDP43 rescue 26%, HEK293 tox 12%, pAkt inh inactive, GLP-1R inv ag 14% and FUS suppressor 4%.
`CCCOc1ccc(-c2nonc2NC(=O)COc2ccc(C)cc2)cc1OCCC` gave Abeta yeast res 3%, PTHR1 agonist inactive, TDP43 rescue 2%, HEK293 tox 4%, GLP-1R inv ag 2% and FUS suppressor -13%.
CCCn1c(C2CCCN2c2nc(C)cs2)nc2cc(Cl)c(Cl)cc21 (configuration not stated) was read as Abeta yeast res 26%, aSyn rescue 7%, PTHR1 agonist 12%, Mm-Cpn inhibitor -8%, TDP43 rescue 7%, HEK293 tox -8%, pAkt inh inactive, GLP-1R inv ag inconclusive and FUS suppressor 15%.
Screening Cc1cc(Cl)ccc1OCC(=O)N(Cc1ccco1)Cc1ccccc1F returned Abeta yeast res -5%, PTHR1 agonist -11%, TDP43 rescue -7%, HEK293 tox 7%, GLP-1R inv ag 11µM* and FUS suppressor inconclusive.
Screening O=c1[nH]cccc1-c1nc2ccccc2n1Cc1ccc(F)cc1 returned Abeta yeast res 9%, aSyn rescue 2%, PTHR1 agonist inactive, Mm-Cpn inhibitor -7%, TDP43 rescue -4%, HEK293 tox 4%, pAkt inh inactive, GLP-1R inv ag 5% and FUS suppressor -6%.
Screening CCOc1ccc(OCc2ccc(C(=O)NCC3CCCO3)o2)cc1 (configuration not stated) returned Abeta yeast res 0%, aSyn rescue -5%, PTHR1 agonist -14%, Mm-Cpn inhibitor 2%, TDP43 rescue 7%, HEK293 tox -19%, pAkt inh inactive, GLP-1R inv ag 0% and FUS suppressor -1%.
Screening O=C1c2ccccc2-c2cccc(NS(=O)(=O)c3ccc(C(F)(F)F)cc3)c21 returned Abeta yeast res -1%, aSyn rescue 11%, PTHR1 agonist -8%[57.5 µM], Mm-Cpn inhibitor 0%, TDP43 rescue -10%, HEK293 tox 3%, pAkt inh inactive, GLP-1R inv ag inconclusive and FUS suppressor 33%.
`CCOC(=O)C1(Cc2ccccc2)CCCN(C(=O)C=C(C)C)C1` (configuration not stated) gave Abeta yeast res 2%, aSyn rescue 1%, PTHR1 agonist -19%, Mm-Cpn inhibitor 0%, TDP43 rescue 20%, HEK293 tox 1%, pAkt inh inactive, GLP-1R inv ag -23% and FUS suppressor -2%.
For O=C(Nc1ccc(S(=O)(=O)N2CCOCC2)cc1)c1ccc(F)cc1 the results were Abeta yeast res 9%, aSyn rescue 3%, PTHR1 agonist -3%, Mm-Cpn inhibitor 2%, TDP43 rescue 4%, HEK293 tox -5%, pAkt inh inactive, GLP-1R inv ag 8% and FUS suppressor -10%.
For COc1ccc(OCC(=O)Sc2ccc(C)cc2)cc1 the results were Abeta yeast res -15%, aSyn rescue 14%, PTHR1 agonist inconclusive, Mm-Cpn inhibitor -4%, TDP43 rescue inconclusive, HEK293 tox -17%, pAkt inh inactive, GLP-1R inv ag inconclusive and FUS suppressor -8%.
`CCCCCn1c(N2CCOCC2)nc2c1c(=O)n(CC(N)=O)c(=O)n2C` gave Abeta yeast res -1%, aSyn rescue -1%, PTHR1 agonist -6%, Mm-Cpn inhibitor 1%, TDP43 rescue -5%, HEK293 tox -4%, pAkt inh inactive, GLP-1R inv ag 0% and FUS suppressor -9%.

Retrieved one by one from the list above, two records:
Cc1nnc(SCc2nnc(-c3ccccc3Br)o2)s1 was read as Abeta yeast res 5%, aSyn rescue 10%, PTHR1 agonist -17%, Mm-Cpn inhibitor -2%, TDP43 rescue 26%, HEK293 tox 12%, pAkt inh inactive, GLP-1R inv ag 14% and FUS suppressor 4%.
Screening Cc1cc(Cl)ccc1OCC(=O)N(Cc1ccco1)Cc1ccccc1F returned Abeta yeast res -5%, PTHR1 agonist -11%, TDP43 rescue -7%, HEK293 tox 7%, GLP-1R inv ag 11µM* and FUS suppressor inconclusive.

Going on with the list:
For Clc1cccc(CSc2nnc(C3CCNCC3)o2)c1 the results were Abeta yeast res -17%, PTHR1 agonist -17%, TDP43 rescue -13%[9.22 µM], HEK293 tox -12%, GLP-1R inv ag inconclusive and FUS suppressor -11%.
Screening COc1ccc(SCCC(=O)NCc2ccncc2)cc1 returned Abeta yeast res 4%, aSyn rescue -4%, PTHR1 agonist inactive, Mm-Cpn inhibitor 0%, TDP43 rescue 11%, HEK293 tox 8%, pAkt inh inactive, GLP-1R inv ag 3% and FUS suppressor 11%.
For Cc1cccc(OC(=O)c2ccncc2)c1C the results were Abeta yeast res 11%, aSyn rescue 7%, PTHR1 agonist -2%, Mm-Cpn inhibitor 0%, TDP43 rescue 19%, HEK293 tox -4%, pAkt inh inactive, GLP-1R inv ag 7% and FUS suppressor -41%.
COc1cc(C(=S)N2CCCC2)ccc1OCc1ccc(C)cc1 was read as Abeta yeast res inconclusive, aSyn rescue -12%, PTHR1 agonist -9%, Mm-Cpn inhibitor -1%, TDP43 rescue inconclusive, HEK293 tox -2%, pAkt inh inactive, GLP-1R inv ag -23% and FUS suppressor 23%.
Screening Cn1c(CCNC(=O)c2ccco2)nc2cc(NC(=O)c3ccco3)ccc21 returned Abeta yeast res 16%, aSyn rescue 2%, PTHR1 agonist inactive, Mm-Cpn inhibitor 3%, TDP43 rescue 15%, HEK293 tox -4%, pAkt inh inactive, GLP-1R inv ag -6% and FUS suppressor 5%.
For CCOC(=O)c1cccc(NC(=O)CC2C(=O)N(c3ccc(F)cc3)C(=O)N2Cc2cccc(OC)c2)c1 (configuration not stated) the results were Abeta yeast res 11%, PTHR1 agonist inactive, TDP43 rescue 5%, HEK293 tox -13%, GLP-1R inv ag inconclusive and FUS suppressor 33%.
For COc1ccccc1N1CCN(C2CC(=O)N(C)C2=O)CC1 (configuration not stated) the results were Abeta yeast res -6%, aSyn rescue 3%, PTHR1 agonist inactive, Mm-Cpn inhibitor -1%, TDP43 rescue -5%, HEK293 tox 5%, pAkt inh inactive, GLP-1R inv ag 1% and FUS suppressor -4%.
O=C(N/N=C/c1ccc(OC(=O)c2cccc(Br)c2)cc1)c1cccnc1 was read as Abeta yeast res inconclusive, aSyn rescue 4%, PTHR1 agonist -15%, Mm-Cpn inhibitor -3%, TDP43 rescue -6%, HEK293 tox 13%, pAkt inh inactive, GLP-1R inv ag 16% and FUS suppressor 22%.
`CC(SCC(=O)NC(C)C1CC2CCC1C2)C(=O)O` (configuration not stated) gave Abeta yeast res 14%, aSyn rescue 9%, PTHR1 agonist -12%, Mm-Cpn inhibitor 2%, TDP43 rescue 7%, HEK293 tox 1%, pAkt inh inactive, GLP-1R inv ag -5% and FUS suppressor 0%.
`O=C(N/N=C/c1ccccc1C(=O)O)c1cccc(S(=O)(=O)N2CCOCC2)c1` gave Abeta yeast res -14%, aSyn rescue -4%, PTHR1 agonist 1%, Mm-Cpn inhibitor 2%, TDP43 rescue 6%, HEK293 tox 3%, pAkt inh inactive, GLP-1R inv ag 1% and FUS suppressor -20%.
For COc1ccc(N2CCN(S(=O)(=O)CCNC(=O)c3c(F)cccc3Cl)CC2)cc1 the results were Abeta yeast res -33%[inhibitor], PTHR1 agonist -21%, TDP43 rescue 17%, HEK293 tox 1%, GLP-1R inv ag 9% and FUS suppressor -8%.
For COc1ccc(C2(O)CCN(Cc3nnnn3Cc3ccc(F)cc3)CC2)cc1 the results were Abeta yeast res 17%, aSyn rescue 1%, PTHR1 agonist 3%[57.5 µM], Mm-Cpn inhibitor -2%, TDP43 rescue -13%, HEK293 tox 1%, pAkt inh inactive, GLP-1R inv ag -1% and FUS suppressor -9%.
Cc1ccn2cc(CCNC(=O)C3CCCCC3)nc2c1 was read as Abeta yeast res 11%, aSyn rescue -4%, PTHR1 agonist -22%, Mm-Cpn inhibitor -2%, TDP43 rescue 0%, HEK293 tox -14%, pAkt inh inactive, GLP-1R inv ag -4% and FUS suppressor -7%.

Compound activity (PubChem BioAssay)

Some of the compounds tested. The share of hits here may be higher or lower than overall.
